Efflux pump inh – inhibitors of Candida efflux pumps in yeast, primary screen, S. cerevisiae, Nile Red, multiplex. S. cerevisiae Candida pump triplex. inhibition, % at 10 µM. actives 0.44% (n = 330,000). AID 485275, 2010;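 active means plate passing quality check with inhibition over a set limit, or well fluorescence over plate mean plus 4 SD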;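 further: Nile Red retained in pooled yeast measured as flow cytometry median fluorescence; 0% = buffer negative control and 100% = Enniatin B positive control; higher means more Nile Red kept so more efflux inhibition; some compounds called inactive have numbers as strong as hits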
PREPL inh – PREPL enzyme inhibitors, primary screen, biochemical, fluorescence polarization. Prolyl endopeptidase-like (Homo sapiens), Q4J6C6. recombinant PREPL, fluorescence polarization activity-based probe. inhibition, % at 5.96 µM. actives 0.68% (n = 320,000); in the data active means inhibition above about 43%;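 further: 0% = enzyme with DMSO and 100% = wells lacking enzyme; many of its hits are not listed in these tables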
TPT1 inhibitor – Candida albicans TPT1 enzyme inhibitors, primary screen, biochemical, fluorescence polarization. recombinant caTPT1, FP RNA substrate dephosphorylation. inhibition, % at 5 µM. actives 0.81% (n = 300,000). AID 1962, 2009;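 active means inhibition above the mean of all tested compounds plus 3 SD, set per screening campaign, cut at about 24% in these data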;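 further: plate controls were DMSO alone for no effect and ferristatin control at 100 nM for full effect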
Fh CTSL1 inh – Fasciola hepatica cathepsin L1 inhibitors, primary screen, counter-screen for PFM18AAP inhibitor project, biochemical, QFRET, fluorogenic peptide substrate. recombinant F. hepatica cathepsin L1, Z-Leu-Arg-MCA fluorescence. inhibition, % at 5.96 µM. actives 0.49% (n = 300,000);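 active means inhibition above the mean of all tested compounds plus 3 SD, set per screening campaign, cut at about 17% in these data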;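 further: 0% = plate median of test compound wells and 100% = 1 µM Z-Phe-Ala-diazomethylketone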
LYPLA2 counter – LYPLA2 inhibitors, primary screen, counter-screen for PME1 inhibitor project, biochemical, fluorescence polarization, FP-Rh probe ABPP; Acyl-protein thioesterase 2 (Homo sapiens), O95372; recombinant LYPLA2; inhibition, % at 5.9 µM; actives 0.38% (n = 320,000);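 active means inhibition above the screen-wide mean plus 3 SD, limit set per campaign, cut at about 26% in these data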;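 further: 0% = LYPLA2 with DMSO and 100% = wells lacking LYPLA2 enzyme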
Target sequence (O95372 whole entry, looked up): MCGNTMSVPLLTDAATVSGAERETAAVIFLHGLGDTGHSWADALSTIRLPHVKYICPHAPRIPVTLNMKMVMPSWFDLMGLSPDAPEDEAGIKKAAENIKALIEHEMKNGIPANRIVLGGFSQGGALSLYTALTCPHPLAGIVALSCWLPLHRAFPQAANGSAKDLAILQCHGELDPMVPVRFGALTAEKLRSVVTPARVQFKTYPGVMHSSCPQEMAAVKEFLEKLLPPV
GASC-1 inh – inhibitors of GASC-1 histone demethylase, primary screen, biochemical, fluorescence, DELFIA europium | AID 2099, 2009 | GST-JMJD2C(1-420) H3K9me3 demethylation | Lysine-specific demethylase 4C (Homo sapiens), Q9H3R0 | actives 0.069% (n = 330,000) | inhibition, % at 2.35 µM;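 active means more than half of a compound's replicate wells show inhibition beyond 50%, single wells judged on their own value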;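 further: signal counts dimethyl H3K9 product captured on neutravidin plate; 0% = median of DMSO wells and 100% = 0.3 times that DMSO median; strong numbers were not always called active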
HCV core dimer – inhibitors of HCV core protein dimerization, primary screen, biochemical, TR-FRET, high-throughput. TR-FRET GST/Flag-core106 dimerization, 1536-well. inhibition, % at 5 µM. actives 0.33% (n = 300,000). AID 1899, 2009;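 active means inhibition above the mean of all tested compounds plus 3 SD, set per screening campaign, cut at about 45% in these data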
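Material: Tagged HCV core106 pair (GST and Flag) | Amount: GST-core106 13.5 nM, Flag-core106 17 nM | Medium: KF-containing HEPES buffer, pH 7.45, DTT, CHAPS, BSA | Reagent: Eu donor and XL665 acceptor anti-tag antibodies | Schedule: 4 h at 22.5 °C | Technique: Time-resolved FRET, ex 340 nm, em 617 and 671 nm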
PP1 counter – PP1-alpha phosphatase inhibitors, primary screen, counter-screen for PP5 inhibitor project, biochemical, fluorescence, OMFP substrate, single point. purified PP1alpha. inhibition, % at 6.7 µM. actives 0.9% (n = 320,000);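 active means inhibition above the mean inhibition of all tested compounds plus 3 SD, computed separately for each screening campaign, cut at about 15% in these data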
Target sequence (P62136 whole entry, looked up): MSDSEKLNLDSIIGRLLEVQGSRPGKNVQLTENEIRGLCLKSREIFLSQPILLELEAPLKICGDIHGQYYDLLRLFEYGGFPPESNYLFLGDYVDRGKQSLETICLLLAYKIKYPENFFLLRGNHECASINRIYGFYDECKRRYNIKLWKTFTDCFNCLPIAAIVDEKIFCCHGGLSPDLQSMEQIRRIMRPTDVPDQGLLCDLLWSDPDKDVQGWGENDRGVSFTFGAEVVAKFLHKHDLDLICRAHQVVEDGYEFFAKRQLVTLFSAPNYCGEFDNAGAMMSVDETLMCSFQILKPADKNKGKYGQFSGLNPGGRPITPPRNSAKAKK
PP5 primary – PP5 phosphatase inhibitors, primary screen, biochemical, fluorescence. purified PP5c, OMFP substrate fluorescence. AID 1987, 2009. Serine/threonine-protein phosphatase 5 (Homo sapiens), P53041. inhibition, % at 6.7 µM. actives 0.18% (n = 320,000);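 active means inhibition above the campaign's mean inhibition across all tested compounds plus 3 SD, cut at about 9.5% in these data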;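 further: 0% = DMSO only and 100% = 100 µM cantharidin control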
Target sequence (P53041 whole entry, looked up): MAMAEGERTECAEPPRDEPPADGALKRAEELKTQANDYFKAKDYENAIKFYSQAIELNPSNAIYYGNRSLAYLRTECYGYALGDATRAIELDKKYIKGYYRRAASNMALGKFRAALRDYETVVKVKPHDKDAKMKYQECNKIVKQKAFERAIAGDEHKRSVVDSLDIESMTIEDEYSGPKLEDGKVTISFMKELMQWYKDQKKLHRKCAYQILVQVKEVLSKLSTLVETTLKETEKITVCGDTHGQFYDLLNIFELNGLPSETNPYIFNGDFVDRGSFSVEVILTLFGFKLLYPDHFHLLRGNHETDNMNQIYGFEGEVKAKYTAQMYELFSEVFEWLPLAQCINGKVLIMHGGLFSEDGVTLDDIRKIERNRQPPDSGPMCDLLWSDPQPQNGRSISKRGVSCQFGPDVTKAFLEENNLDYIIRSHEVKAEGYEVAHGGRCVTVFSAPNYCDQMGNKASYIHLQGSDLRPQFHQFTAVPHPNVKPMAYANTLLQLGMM
Numbers without * were called inactive; x = no result given. Only part of the results is shown; count on the stated rates, not on these rows.

SMILES	Efflux pump inh	PREPL inh	TPT1 inhibitor	Fh CTSL1 inh	LYPLA2 counter	GASC-1 inh	HCV core dimer	PP1 counter	PP5 primary
O=C1c2ccccc2C(=O)N1CCc1ccccn1	-0.1	-2	1	1	4	5	0	-3	1.6
CCCC(=O)NC(C)c1nc2ccccc2n1CC (stereo not given)	0.0	-4	-4	1	6	8	-11	-1	-1.2
CC(=O)N1CCN(C(=O)C2(NC(=O)Nc3ccc(C)cc3)CCCCC2)CC1	0.0	9	-2	1	-1	5	-19	3	-4.3
CCOC(=O)C1(Cc2ccc(OC)cc2)CCN(C(=O)CCc2cnccn2)CC1	0.1	13	-2	0	6	-16	1	-2	0.8
COc1ccccc1N=Cc1c(C)[nH]n(-c2ccc(C)cc2C)c1=O	0.6	0	-3	-1	-2	8	14	0	1.7
CCn1c(SCC(N)=O)nnc1-c1ccc(S(=O)(=O)N2CCN(C)CC2)cc1	0.1	-2	0	-2	6	5	-1	-1	-1.6
O=C(OCc1cnc(Cl)s1)c1ccccc1Cl	-0.2	-18	-3	0	5	-2	-4	-3	-0.2
Cc1ccc(Oc2ncccc2NC(=O)CC(CC(=O)O)c2ccccc2)c2c1CCC2 (stereo not given)	0.1	2	-2	-1	2	-38	0	-3	0.0
CCOc1ccc(-c2nnc3ccc(SCC(=O)N4CCCCC4)nn23)cc1	0.1	5	-3	-3	-4	-11	2	0	1.3
O=C(CCNC(=O)C1CCN(S(=O)(=O)c2ccc(F)cc2)CC1)NCc1ccc(F)cc1	0.1	5	3	0	3	2	8	-3	-1.8
Cc1cc(C(=O)N/N=C/c2cc(Br)cc([N+](=O)[O-])c2O)c2ccccc2n1	0.0	13	4	-1	2	14	-1	3	2.5
CC(C)=CC(=O)N1CCC(n2nccc2NC(=O)CCc2ccccc2)CC1	0.1	-1	3	0	3	0	-7	-1	2.6
Nc1nonc1-n1nnc(C(=O)N/N=C/c2ccc(Cl)cc2Cl)c1CN1CCCC1	0.8	15	1	-8	-3	-6	1	7	-2.4
Cn1c(=O)c2c(nc(N3CCCCCC3)n2CC(=O)c2ccc(Br)cc2)n(C)c1=O	0.0	3	0	-1	3	2	7	-2	1.0
CC1=Nc2ccc(Br)cc2C(c2ccccc2)N1CC(=O)O (stereo not given)	0.1	-4	-2	4	-3	5	-1	-4	-0.2
Cc1c(Cl)cccc1NC(=O)CN1CCC(C(O)(c2ccccc2)c2ccccc2)CC1	0.1	10	-3	1	-13	-4	8	1	2.2
COc1ccc(C(O)C(CN2CCOCC2)c2ccccc2)cc1 (stereo not given)	0.0	0	-4	2	-4	-10	-9	-8	3.6
CCC(CC)C(=O)Nc1cccc(S(=O)(=O)c2cccc(NC(=O)C(CC)CC)c2)c1	0.5	5	3	-2	0	-4	0	-2	2.8
COc1ccc(Cc2nnc(NC(=O)c3cccc(F)c3)s2)cc1OC	0.0	-10	-1	3	6	-10	-2	2	3.3
CCCC1=NN(C(=O)Cc2ccc([N+](=O)[O-])cc2)C(O)(C(F)(F)F)C1 (stereo not given)	0.1	-4	-2	0	-1	-12	0	-1	3.2
COC(=O)c1ccc(CNC(=O)c2ccc(NS(=O)(=O)c3ccc4[nH]c(=O)[nH]c4c3)cc2)cc1	-0.1	10	1	2	-2	-2	-1	-3	-1.1
Cc1oc2ccc(O)c(CN3CCOCC3)c2c1C(=O)c1ccc(Cl)cc1	0.2	19	-1	1	-5	1	-4	0	0.8
CCOc1ccc2oc(C(=O)OCC(=O)NCc3ccc(OC)cc3)c(C)c2c1	0.1	-14	x	x	-4	1	x	13	2.1
CCC(CO)NC(=O)c1ccc(-c2nn(C)c(=O)c3ccccc23)cc1 (stereo not given)	-0.1	1	0	2	3	-5	-2	-1	-3.1
CC1CCN(C(=S)Nc2ccc(F)cc2)CC1	0.0	-7	0	-5	0	-17	3	-6	-1.4
C#CCOC(=O)C[N+](C)(C)CC#Cc1ccccc1	-0.1	1	1	3	7	0	-2	5	-5.4
COc1ccc2oc(=O)c(C(=O)NC(C)c3ccccc3)cc2c1 (stereo not given)	0.0	-4	2	5	6	-1	10	1	1.1
COc1ccc(S(=O)(=O)N2CCC(NC(=O)N3CCOCC3)CC2)cc1	0.1	8	1	8	0	22	0	-4	-0.6
C#CCn1c(=NC(=O)c2cc(-c3cccs3)nc3ccccc23)sc2cc(S(N)(=O)=O)ccc21	0.1	-16	2	1	-75	9	-7	20*	3.5
O=C(O)CC1c2ccccc2C=Cc2ccccc21	-0.1	6	-1	2	2	8	4	-4	-0.2
O=C(NCC1CCCO1)c1ccc(-c2ccccc2Cl)o1 (stereo not given)	0.1	4	-1	0	6	0	0	-4	1.6
CCCCn1c(N)c(N(CCOC)C(=O)c2ccc(-c3ccc(C(C)=O)cc3)o2)c(=O)[nH]c1=O	-0.1	11	1	4	7	55	-1	-3	0.0
COc1ccccc1/C=C/C1=NC(=C\N(C)C)/C(=O)O1	0.0	-3	-7	4	2	9	-9	5	3.9
COc1ccc(-n2nnnc2SCC#CCO)cc1	0.0	-13	-1	1	-7	-5	-2	-6	2.0
COc1ccc(S(=O)(=O)Nc2ccccc2N2CCOCC2)cc1OC	-0.1	10	x	x	-2	x	x	-6	-1.7
COC(=O)c1ccc(COc2ccccc2/C=N/NC(=O)c2cccnc2)cc1	0.4	10	2	-2	36*	7	2	4	-0.7
COc1ccccc1NC(=O)Cc1coc2cc(C)ccc12	0.1	15	-1	0	10	3	-2	4	1.7
CCN(C(=O)COC(=O)CCC(=O)c1ccccc1)c1c(N)n(Cc2ccccc2)c(=O)[nH]c1=O	0.5	16	x	x	3	-6	x	1	4.5
COc1ccc(N2CCN(c3ncccc3C#N)CC2)cc1	0.2	10	0	-1	3	-5	-2	-1	1.3
CCOC(=O)c1ccc(NC(=S)NN)cc1	-0.1	1	1	0	-8	-13	-4	-2	1.4
CCOC(=O)C1=C(C)N(CCCCCC(=O)O)C(=O)NC1c1ccc([N+](=O)[O-])cc1 (stereo not given)	0.0	3	-1	-3	-3	7	12	-4	-1.7
C[n+]1cccc(C(=O)NNC(=O)C23CC4CC(CC(C4)C2)C3)c1	0.1	-5	-4	-2	-4	2	-3	4	-1.1
O=C(Cc1cccs1)NNC(=S)NC(=O)c1ccc(F)c(F)c1	-0.4	11	-1	3	-2	-49	5	1	1.0
O=C(c1ccco1)N1CCN(C(=O)C2CCN(S(=O)(=O)c3cccc4nsnc34)CC2)CC1	0.0	-2	-5	0	-3	-1	-4	2	0.1
NC(=O)c1nsc(C(=O)N(Cc2cccnc2)C(C(=O)NCc2ccc(F)cc2)c2ccc(F)cc2)c1N (stereo not given)	-0.1	15	2	3	2	-17	-2	3	4.7
COc1ccc(C)cc1NC(=O)COC(=O)CCC(=O)c1cccs1	-0.1	5	x	x	3	9	x	4	1.8
CCc1ccccc1NS(=O)(=O)c1ccc2c(c1)C(C)(C)C(=O)N2C	-0.3	-1	1	-4	-8	-10	-4	-1	1.1
COc1cc(/C=N/NC(=O)Cn2ccc(C(F)(F)F)n2)cc(OC)c1OC	0.0	0	-6	-2	1	11	-1	3	0.8
Cc1cc(NC(=O)CSc2c(C)[nH]c3ccccc23)no1	0.4	1	1	-4	5	-13	-15	0	5.2
CC(C)=C(NC(=O)c1ccccc1)C(N)=O	0.0	-5	-4	2	1	-3	1	-6	0.3
O=c1c(C(c2ccc(Cl)cc2)c2c(O)nc3n(c2=O)CCS3)c(O)nc2n1CCS2	0.1	13	-1	0	-1	-3	1	-8	0.7
Cc1cc(C)cc(C(=O)OCC(=O)N2CCCCCC2)c1	0.0	3	x	x	2	x	x	0	1.4
Cc1cccc(C)c1N1CCN(S(=O)(=O)N2CCCCC2)CC1	0.1	16	-3	0	0	-10	4	3	3.4
COc1ccc(C2=NOC(CN3C(=O)c4ccccc4S3(=O)=O)C2)cc1 (stereo not given)	0.0	-1	-5	-1	1	6	-1	-4	0.3
COc1ccc(N2CCN(C(=O)COc3cccc4ccccc34)CC2)cc1	-0.1	15	-1	-1	5	3	6	4	3.1
COc1ccc(NC(=O)CSc2nc(=O)n(CCN(C)C)c3c2CCCC3)cc1OC	0.0	19	5	-1	4	-6	1	1	-0.3
O=S(=O)(Cc1ccccc1)C1CCCCC1O (stereo not given)	0.0	8	-1	-6	0	-2	-3	1	-0.5
CCc1nn(CC(=O)N2CCC(C(N)=O)CC2)c(=O)c2cc3occc3n12	-0.3	2	0	0	-3	6	-1	0	0.6
CC1=CC(=C(C#N)c2nc3ccccc3s2)C=C(C)N1c1ccc(F)cc1F	0.9	1	3	2	-8	8	6	-1	-2.5
COC(=O)c1c(-c2ccc(C)cc2)csc1NC(=S)NC(=O)c1ccc(F)cc1	0.0	-7	1	2	-3	-2	-1	5	1.8

Gathered by group: the compounds so far with a CF3 group.
SMILES	Efflux pump inh	PREPL inh	TPT1 inhibitor	Fh CTSL1 inh	LYPLA2 counter	GASC-1 inh	HCV core dimer	PP1 counter	PP5 primary
CCCC1=NN(C(=O)Cc2ccc([N+](=O)[O-])cc2)C(O)(C(F)(F)F)C1 (stereo not given)	0.1	-4	-2	0	-1	-12	0	-1	3.2
COc1cc(/C=N/NC(=O)Cn2ccc(C(F)(F)F)n2)cc(OC)c1OC	0.0	0	-6	-2	1	11	-1	3	0.8

Next part.
SMILES	Efflux pump inh	PREPL inh	TPT1 inhibitor	Fh CTSL1 inh	LYPLA2 counter	GASC-1 inh	HCV core dimer	PP1 counter	PP5 primary
Cc1cc(C)cc(N(C(=O)CNC(=O)c2cccs2)C(C(=O)NC2CCCC2)c2cccnc2)c1 (stereo not given)	0.0	3	-4	0	6	1	1	-5	4.6
COc1cc(NC(=O)c2cc3ccccc3o2)ccc1NC(=O)c1ccco1	0.0	3	2	7	1	-12	9	-1	2.4
Cc1cccc(NC(=O)c2nc[nH]c2C(=O)Nc2ccccc2[N+](=O)[O-])c1	-0.1	9	1	2	5	0	-10	-2	1.7
Nc1nc2n(n1)C(c1ccccc1)CC(c1ccc(F)cc1)N2 (stereo not given)	-0.2	43	0	0	-3	3	-4	-3	0.6
CC(C(=O)NCC1CCCCC1)N1CCN(S(=O)(=O)/C=C/c2ccccc2)CC1 (stereo not given)	1.0	20	-2	1	17	6	-1	0	3.7
COc1ccc(C2C3=C(CCCC3=O)N(CC(=O)O)C3=C2C(=O)CCC3)cc1Cl	0.1	-12	-2	0	11	-2	4	-2	3.1
Cc1nc(CC(=O)N/N=C/c2ccc(OCC(=O)O)cc2)cs1	0.2	12	1	-3	-2	-5	5	-5	2.7
Clc1ccc(Oc2cnns2)c(Cl)c1	-0.1	7	0	4	3	-2	-9	-3	1.2
O=C(NCC1CCCO1)c1ccc(COc2ccc(Cl)cc2)cc1 (stereo not given)	0.1	0	-2	3	6	12	-4	2	0.7
O=C(N/N=C/c1ccccn1)c1cccc([N+](=O)[O-])c1	0.5	4	-5	-2	2	0	2	-3	-1.9
CSc1cc(C)c(OCC(=O)Nc2c(C)nn(C)c2C)c(C)c1	-3.7	2	1	1	-3	-2	-5	-4	-1.5

Assay outcomes: PubChem BioAssay, several laboratories
